# PLK1 PBD block: inhibitors of human PLK1 polo-box domain binding | 360,000 tested, 2.8% active | Potency, µM, for the others: max response, negative = inhibition, hits mostly inhibitors | P53350 | Plk1 PBD binding of FITC phosphopeptide, fluorescence polarization; also: potency is read from the fitted curve at half-maximal effect; series mostly up to about 57 µM; % is scaled to controls: 0 for no effect and ±100 for the full control effect; nearly all actives have a fitted effect of over 65% in size
# EPAC1 antagonist: EPAC1 (human) antagonism; O95398; EPAC1 GEF assay, Rap1b-BODIPY-GDP exchange fluorescence; Potency, µM (series often up to 115 µM), inactives show at the highest dose activity change, negative = inhibition, hits mostly inhibitors; 360,000 tested, 0.14% active;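 also: potency is read from the fitted curve at half-maximal effect; plate controls were vehicle for no effect and positive control for full effect; nearly all actives have a fitted effect of over 50% in size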
# GLP1R inv ag: GLP-1 receptor (human) inverse agonism; P43220; HEK293 GLP-1R CRE-luciferase, luminescence, 24 h; GLP-1R form is constitutively active; Potency, µM (highest dose often 38.3 µM), for inactives: top-dose activity change, negative = inhibition, usual class: inhibitors; 410,000 tested, 1.6% active; AID 624417; also: potency is read from the fitted curve at half-maximal effect; % is scaled to controls: 0 for no effect and ±100 for the full control effect; nearly all actives have a fitted effect of over 55% in size
# Target sequence (P43220 whole entry, looked up): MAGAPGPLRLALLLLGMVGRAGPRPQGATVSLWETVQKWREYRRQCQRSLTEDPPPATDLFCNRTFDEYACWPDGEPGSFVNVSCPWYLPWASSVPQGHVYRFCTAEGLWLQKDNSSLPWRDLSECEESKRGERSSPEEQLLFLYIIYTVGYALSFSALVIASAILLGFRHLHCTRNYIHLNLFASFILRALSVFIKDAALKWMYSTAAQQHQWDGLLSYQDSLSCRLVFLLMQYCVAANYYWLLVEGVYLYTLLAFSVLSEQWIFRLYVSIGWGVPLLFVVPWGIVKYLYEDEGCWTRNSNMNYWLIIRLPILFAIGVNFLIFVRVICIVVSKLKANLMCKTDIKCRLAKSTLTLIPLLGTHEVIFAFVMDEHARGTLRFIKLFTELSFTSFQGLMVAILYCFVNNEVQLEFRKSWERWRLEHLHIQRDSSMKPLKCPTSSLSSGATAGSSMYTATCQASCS
#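 qHTS in 1536-well format: reporter HEK293 cells expressing constitutive GLP-1R activity in DMEM + 10% Nu serum, 24 hr with compounds at 37 deg C, luminescence read after 12 min with detection reagent.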
# HEK293 tox: cytotoxic in the GLP-1 receptor inverse agonist counter-screen. HEK293 cAMP-luciferase reporter cells, luminescence, 24 h. Potency, µM (top dose mostly 38.3 µM), for inactives: at the highest dose activity change, negative = inhibition, usual class: inhibitors. 410,000 tested, 0.13% active;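 also: loss of luciferase light is scored as toxicity; potency is read from the fitted curve at half-maximal effect; % is scaled to controls: 0 for no effect and ±100 for the full control effect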
#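 Step one: seed cells (200 cells/uL, DMEM with 10% Nu serum, 1% pen-strep). Step two: 12-hour incubation at 37 deg C. Step three: pin 23 nL compound, incubate 24 hr. Step four: add luciferase reagent, read luminescence 12 min later.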
# PI5P4Ka inh: blocks human PI5P4K alpha kinase activity; 330,000 tested, 1.2% active; AID 652105; P48426; PI5P4Kalpha enzyme, ADP-Glo luminescence, 60 min; hits give low values; max response, %; active = max response of -50% or lower; inconclusive = between -30% and -50%; inactive = -30% or higher; also: value at the top dose of about 77 µM; % is scaled to controls: 0 for no effect and ±100 for the full control effect
#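 Luminescence from ADP-Glo served as readout of PI5P4Kalpha activity in a qHTS format. Reaction: enzyme, substrate, compound, ATP at 5 microM final, 60 min at RT.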
# IL-2 act: activates IL-2 in a cell-based reporter assay. 360,000 tested, 0.065% active. AID 652025. activation, % (series mostly up to about 46 µM). IL-2 activation reporter assay, cell-based qHTS; stimulated with anti-CD3/CD4/CD28 beads; in transgenic mouse T cells; in the data active = activation above about 50%; inconclusive = mostly about 30% to 49%; also: 0% is about no effect
#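 Using fluorescent plate cytometry, EGFP and DsRed are detected in transgenic mouse T cells stimulated 18 h at 37 degrees C with antibody-coated beads after 60 min compound pretreatment.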
# PTHR1 agonist: activates the human parathyroid hormone receptor PTHR1 | Q03431 | HEK293 GP2 PTHR1 cells, GloSensor cAMP luminescence, 1 h | Potency, µM (series often up to 115 µM), without a hit: at the top dose activation, most hits filed as activators | 410,000 tested, 0.075% active; also: potency is read from the fitted curve at half-maximal effect; nearly all actives have a fitted effect of over 55% in size; some results filed as inactive show a strong effect at the top dose; inactives centre near -15; many of its hits are not listed in these tables
# Target sequence (Q03431 whole entry, looked up): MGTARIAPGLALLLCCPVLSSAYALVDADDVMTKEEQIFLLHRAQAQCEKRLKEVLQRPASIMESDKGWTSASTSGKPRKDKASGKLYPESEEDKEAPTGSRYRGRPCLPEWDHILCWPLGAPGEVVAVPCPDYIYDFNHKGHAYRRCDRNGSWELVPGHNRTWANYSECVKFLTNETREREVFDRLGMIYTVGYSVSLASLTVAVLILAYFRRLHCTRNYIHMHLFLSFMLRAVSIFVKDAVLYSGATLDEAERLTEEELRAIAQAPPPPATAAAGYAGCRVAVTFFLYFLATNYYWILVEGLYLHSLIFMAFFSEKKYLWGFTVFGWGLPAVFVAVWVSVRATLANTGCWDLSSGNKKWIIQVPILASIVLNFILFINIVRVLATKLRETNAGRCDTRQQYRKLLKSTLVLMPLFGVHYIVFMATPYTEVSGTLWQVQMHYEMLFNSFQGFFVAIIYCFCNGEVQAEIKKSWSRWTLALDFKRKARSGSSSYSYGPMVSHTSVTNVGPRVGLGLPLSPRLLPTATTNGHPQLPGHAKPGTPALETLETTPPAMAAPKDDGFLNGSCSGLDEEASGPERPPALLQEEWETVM
#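 HEK-293-derived GP2 cells expressing PTHR1 and a GloSensor cAMP reporter, 3,000/well, plated overnight, given luciferin plus IBMX (each 0.5 mM as added) for 1 h at 37 °C, then compound for 1 h at 37 °C. Luminescence was read after 15 min at room temperature.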
# EPAC1 agonist: activates human EPAC1 exchange factor; O95398; EPAC1 agonist qHTS, biochemical assay; response scale: 100% = response to 6.5 mM cAMP; 360,000 tested, 0.073% active; Potency, µM (doses to about 154 µM), for inactives: top-dose activation, hits mostly activators; also: potency is read from the fitted curve at half-maximal effect; nearly all actives have a fitted effect of over 60% in size
#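 Normalized to 6.5 mM cAMP, activity reflects EPAC1-catalysed release of BODIPY-GDP from Rap1B, followed kinetically over 30 min at 480 nm excitation, 540 nm emission. Reaction contained 100 nM EPAC1, 250 nM Rap1B-BODIPY-GDP, 50 uM GDP.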
# GLP-1R agonist: GLP-1 receptor (human) agonism; HEK293 GLP-1R CRE-luciferase, luminescence, 4-6 h; cells express a hypersensitive GLP-1R form; Potency, µM (titrated, usually from 45.6 µM), inactives show at the top dose activation, most hits filed as activators; 380,000 tested, 0.007% active; AID 624172; also: potency is read from the fitted curve at half-maximal effect; % of control where 0% means no effect
# * hit, by the source's call; i = inactive; ? = inconclusive; / = not tested or not shown; & = joins results of further samples; [ ] = dose if it differs, or a comment. Unless noted, calls follow the shape of the dose curve; as a rule, active = well fitted curve in the direction sought with a large enough effect; inconclusive = small, poorly fitted or top-dose-only effect, or another doubt; inactive = no such curve, though single readings can be large; an effect the other way counts as inactive or inconclusive. This is a subset, so the mix of outcomes need not match the whole.
# Sample of the layout (five entries):
1	Cc1cc2nc(-c3nnnn3-c3c(C)cccc3C)c(=O)[nH]c2cc1C
2	CCOc1cnc(C(=O)NNC(=O)c2ccccc2Br)o1
3	CC(=O)c1ccc(N2CCN(C(=O)c3ccc(Cn4c(=S)[nH]c5ccc(N6CCOCC6)cc5c4=O)cc3)CC2)cc1
4	O=C(O)c1cccc(N2C(=O)c3ccc4c5c(ccc(c35)C2=O)C(=O)N(c2cccc(C(=O)O)c2)C4=O)c1
5	CCOc1ccc(CCNC(=O)COC(=O)Cn2cnc3c2c(=O)n(C)c(=O)n3C)cc1OCC
compound no.	1	2	3	4	5
PLK1 PBD block	5%	-10%	-3%	-6%	0%
EPAC1 antagonist	-2%	13%	-20%	-12%	1%
GLP1R inv ag	-22%	-10%	20%	-3%	55%[activator]
HEK293 tox	80%[activator]	-5%	17%	3%	16%
PI5P4Ka inh	-2	2	2	-10	0
IL-2 act	-0.5	2.7	-4.1	-1.6	-2.5
PTHR1 agonist	-46%	-24%	-27%	i	-22%
EPAC1 agonist	-3%	6%	6%	0%	2%
GLP-1R agonist	15%	0%	11%	-2%	-3%

# All compounds of this part (from the top)
1	Cc1cc2nc(-c3nnnn3-c3c(C)cccc3C)c(=O)[nH]c2cc1C
2	CCOc1cnc(C(=O)NNC(=O)c2ccccc2Br)o1
3	CC(=O)c1ccc(N2CCN(C(=O)c3ccc(Cn4c(=S)[nH]c5ccc(N6CCOCC6)cc5c4=O)cc3)CC2)cc1
4	O=C(O)c1cccc(N2C(=O)c3ccc4c5c(ccc(c35)C2=O)C(=O)N(c2cccc(C(=O)O)c2)C4=O)c1
5	CCOc1ccc(CCNC(=O)COC(=O)Cn2cnc3c2c(=O)n(C)c(=O)n3C)cc1OCC
6	CC(C)(O)CC[C@@H](O)[C@](C)(O)[C@H]1CC[C@@]2(O)C3=CC(=O)[C@@H]4C[C@@H](O)[C@@H](O)C[C@]4(C)[C@H]3CC[C@]12C
compound no.	1	2	3	4	5	6
PLK1 PBD block	5%	-10%	-3%	-6%	0%	1%
EPAC1 antagonist	-2%	13%	-20%	-12%	1%	2%
GLP1R inv ag	-22%	-10%	20%	-3%	55%[activator]	14%
HEK293 tox	80%[activator]	-5%	17%	3%	16%	11%
PI5P4Ka inh	-2	2	2	-10	0	-4
IL-2 act	-0.5	2.7	-4.1	-1.6	-2.5	0.1
PTHR1 agonist	-46%	-24%	-27%	i	-22%	i
EPAC1 agonist	-3%	6%	6%	0%	2%	-16%
GLP-1R agonist	15%	0%	11%	-2%	-3%	1%

7	COc1ccccc1CN(CC(=O)NCc1ccc(F)cc1)C(=O)c1csnn1
8	COc1ccc(/C=C2\CCCc3c2nc2ccc(C)cc2c3C(=O)O)cc1O
9	COc1ncnc(OC)c1NC(=O)c1ccc(F)cc1
10	CCCCOc1ccc(CSc2nnc(C)n2N)cc1[N+](=O)[O-]
11	COc1ccc2nc(C)c3c(c2c1)OC(C)C3 (stereo not drawn)
12	Cc1cc(OC(=O)c2cccc(F)c2)c([N+](=O)[O-])c(=O)[nH]1
compound no.	7	8	9	10	11	12
PLK1 PBD block	-8%	-1%	-22%	-6%	1%	3%
EPAC1 antagonist	-18%	-23%	0%	6%	3%	-5%
GLP1R inv ag	-4%	2%	7%	10%	5%	6%
HEK293 tox	-2%	?	-3%	16%	-5%	-2%
PI5P4Ka inh	1	-8	3	-4	5	-3
IL-2 act	-0.6	1.5	-0.4	-0.4	-0.5	0.0
PTHR1 agonist	i	i	i	i	-3%[57.5 µM]	i
EPAC1 agonist	-5%	5%	0%	1%	-1%	-5%
GLP-1R agonist	15%	0%	-4%	0%	-3%	-5%

13	CCOC(=O)c1cc(=O)n2nc(-c3ccccc3F)nc2s1
14	Cc1cc(Cl)ccc1OC(C)C(=O)NC(C)C1CCCO1 (stereo not drawn)
15	COc1cc2cc(C(=O)O)[nH]c2c(OC)c1OC
16	O=C(C[n+]1cc(-c2ccccc2)n2c1CCC2)Nc1nc(-c2ccc(F)cc2)cs1
17	CN(c1ccccc1)c1ccc(/C=N/N2CCOCC2)cc1
18	Nc1nc2c(nc(Br)n2[C@@H]2O[C@@H]3COP(=O)(O)O[C@H]3[C@H]2O)c(=O)[nH]1
compound no.	13	14	15	16	17	18
PLK1 PBD block	-5%	1%	-9%	-16%	-9%	-1%
EPAC1 antagonist	-7%	-18%	5%	-7%	-14%	-13%
GLP1R inv ag	15%	25%	12%	1%	?	-1%
HEK293 tox	-3%	0%	-8%	-4%	?	5%
PI5P4Ka inh	11	-1	/	-10	1	-7
IL-2 act	-1.0	-3.1	-1.1	-0.2	0.8	0.3
PTHR1 agonist	-51%[inhibitor]	i	-11%	i	-22%	-5%
EPAC1 agonist	8%	-9%	2%	10%	-1%	12%
GLP-1R agonist	-9%	2%	-4%	-5%	3%	3%

19	CCN(C(=O)COc1cc(=O)n(CC)c2ccccc12)c1cc(Cl)ccc1OC
20	CCOC(=O)c1cccc(-c2ccc(C=O)o2)c1
21	Cc1cc(C(=O)N/N=C/c2ccncc2)c(C)o1
22	Cc1cc(C(=O)CN2C(=O)NC(C)(c3ccccc3)C2=O)c(C)n1CC1CCCO1 (stereo not drawn)
23	Cc1ccc2oc(C(=O)N(Cc3ccc(N(C)C)cc3)CC3CCCO3)c(C)c2c1 (stereo not drawn)
24	Cc1onc(-c2ccccc2Cl)c1C(=O)NCc1cccnc1
compound no.	19	20	21	22	23	24
PLK1 PBD block	-11%	-14%	-10%	-4%	-5%	-2%
EPAC1 antagonist	-18%	-8%	-19%	-19%	0%	1%
GLP1R inv ag	?	1%	19%	-5%	?	8%
HEK293 tox	-19%	-4%	2%	-14%	-14%&0%	2%
PI5P4Ka inh	2	2	3	0	15	/
IL-2 act	2.8	-0.5	-0.7	-0.7	-2.4	1.1
PTHR1 agonist	i	i	i	-5%	-9%&-67%	i
EPAC1 agonist	-6%	5%	-6%	-2%	14%	3%
GLP-1R agonist	-6%	4%	13%	0%	30%	18%

25	O=C(c1ccc(Cl)cc1)N1CCC2CC1c1cc(-c3ccccc3)ccc12 (stereo not drawn)
26	CCc1ccccc1N(CC(=O)NCCc1ccccc1)C(=O)CCC(=O)Nc1ccccn1
27	O/N=C1/CCc2nonc2/C1=N/O
28	Cc1ccc(CS(=O)Cc2ccc(C(=O)NCC(C)c3ccccc3)o2)cc1 (stereo not drawn)
29	CCc1ccc(NC(=O)/C(C#N)=C/c2cc3ccc(C)cc3nc2N2CCOCC2)cc1
30	CN1C=CC=C/C1=C1/N=C(c2ccccc2)OC1=O
compound no.	25	26	27	28	29	30
PLK1 PBD block	?	-2%	-9%	-12%	-8%	-7%
EPAC1 antagonist	19%	?	-5%	-8%	7%	0%
GLP1R inv ag	?	?	72%[activator]	?	-14%	0%
HEK293 tox	3%	4%	6%	-10%	-16%	0%
PI5P4Ka inh	-8	0	-10	-5	2	5
IL-2 act	4.0	1.8	-1.6	-1.3	2.7	-0.7
PTHR1 agonist	-6%	-24%	22%	i	-1%	-2%
EPAC1 agonist	-17%	6%	3%	-2%	-1%	0%
GLP-1R agonist	-1%	9%	-2%	0%	-3%	0%

31	Cc1nn(CC(=O)c2ccc3c(c2)OCCO3)c(=O)c(C#N)c1C
32	CCOC(=O)c1nc(C)n(-c2ccc(Cl)cc2Cl)n1
33	CCOc1ccc(NC(=O)COC(=O)Cn2cnnn2)cc1OCC
34	NC(=O)c1ccc(Oc2ccc(Cl)cc2)c([N+](=O)[O-])c1
35	COC(=O)c1ccc2nc(-c3ccco3)c(Cc3ccc(OC)cc3C)n2c1
36	Cc1occc1-c1n[nH]c(=S)n1-c1ccccc1
compound no.	31	32	33	34	35	36
PLK1 PBD block	-1%	-3%	-7%	-2%	27µM*	-7%
EPAC1 antagonist	-19%	10%	16%	0%	?	-7%
GLP1R inv ag	-9%	0%	0%	?	30%	7%
HEK293 tox	-5%	3%	-2%	6%	0%	-12%
PI5P4Ka inh	?	/	/	4	-80*	-11
IL-2 act	0.0	-1.5	-1.5	0.3	2.1	-0.8
PTHR1 agonist	i	-15%[57.5 µM]	i	-22%	-3%	i
EPAC1 agonist	1%	1%	-9%	2%	-3%	-11%
GLP-1R agonist	12%	2%	-10%	-1%	2%	-3%

37	O=C(CCNC(=O)c1ccc(Cl)cc1)Nc1c(F)c(F)cc(F)c1F
38	COC(=O)C(C#N)C(=C1C(=O)CC(C)(C)CC1=O)c1ccc(O)cc1 (stereo not drawn)
39	O=C(CSCc1ccccc1)Nc1ccc(F)c(F)c1
40	O=C1Nc2ccccc2N=C(c2ccc3c(c2)OCO3)C1N(C(=O)c1ccnc2ccccc12)c1ccccc1 (stereo not drawn)
41	O=C(OCC(=O)N1CCc2ccccc21)C1CCCN1S(=O)(=O)c1ccc(Cl)cc1 (stereo not drawn)
42	O=C(Nc1cccc(Br)c1)c1cc(=O)c2ccccc2o1
43	COc1ccc(S(=O)(=O)N2CCC(C(=O)N3CCCC3)CC2)cc1
44	Cc1ccc(NC(=O)CN2C(=O)COc3ccc(S(=O)(=O)N4CCCC4)cc32)c(C)c1
compound no.	37	38	39	40	41	42	43	44
PLK1 PBD block	-4%	-11%	-29%	-1%	-6%	-17%	-2%	-9%
EPAC1 antagonist	-3%	-1%	-17%	1%	-2%	-8%	6%	-6%
GLP1R inv ag	0%	-3%	-9%	?	-6%	16%	8%	?
HEK293 tox	-3%	3%	15%	-24%	6%	5%	-3%	5%
PI5P4Ka inh	1	-8	-3	-21	-5	3	2	6
IL-2 act	-0.4	-0.5	-1.9	-0.5	-0.7	2.0	-0.1	-1.9
PTHR1 agonist	i	-20%[57.5 µM]	i	-4%	-7%	-24%	6%[57.5 µM]	-1%
EPAC1 agonist	-1%	2%	-1%	-5%	9%	6%	1%	9%
GLP-1R agonist	-2%	-7%	5%	-3%	-7%	-5%	18%	8%

# Screens deposited in PubChem by National Center for Advancing Translational Sciences (NCATS).
